# Source: PubChem
# Cl transport mod: KCC2 (human) Cl- transport modulation. hit rate 2.2% among 190,000. B-score of Tl+ flux slope (higher = more flux/activation; lower = inhibition) at 10 µM. KCC2 cells, thallium flux FluoZin-2 fluorescence;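 active = thallium flux slope and its plate-corrected score both differing from the plate sample mean at a set confidence after two filtering rounds, in either direction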;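 note: slope of fluorescence scaled to starting intensity during 10 to 20 s after thallium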
# Rad51 HR inh: blocks human Rad51 in homologous recombination | hit rate 0.085% among 200,000 | inhibition, % at 10 µM | Q06609 | hRad51 DNA strand exchange, fluorescence dequenching;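 active = inhibition above 40% at the single screening dose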;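 note: 0% = DMSO control wells and 100% = blanks with heterologous ssDNA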
# Target sequence (Q06609 whole entry, looked up): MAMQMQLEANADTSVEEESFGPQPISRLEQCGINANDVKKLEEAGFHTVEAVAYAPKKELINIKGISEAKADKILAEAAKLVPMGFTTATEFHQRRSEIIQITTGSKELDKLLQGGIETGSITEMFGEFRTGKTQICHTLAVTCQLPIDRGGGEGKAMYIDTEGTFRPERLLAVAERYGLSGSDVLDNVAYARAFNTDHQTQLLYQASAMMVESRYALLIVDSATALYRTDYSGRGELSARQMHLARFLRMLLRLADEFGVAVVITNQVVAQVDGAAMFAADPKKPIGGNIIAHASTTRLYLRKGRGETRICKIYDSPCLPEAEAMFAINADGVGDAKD
#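 Test system: preformed human Rad51 ssDNA filaments; also added: Donor/quencher-labelled 47-bp dsDNA substrate; doses: 10 µM final, single point; times: 37 °C 15-min filament assembly, 30-min compound preincubation, 15-min exchange; detection: FRET fluorescence dequenching, excitation 485 nm, emission 520 nm; read-out basis: Fluorescence-based percent inhibition, control- and blank-normalised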
# FXIa inh: factor XIa (human) inhibition | P03951 | inhibition, % at 5 µM | hit rate 0.14% among 220,000 | purified FXIa, Boc-Glu-Ala-Arg-AMC fluorogenic substrate;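 active = inhibition of at least 40%; inactive = inhibition below 40%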;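 note: fluorescence of freed AMC excited at 355 nm; 0% = enzyme without compound and 100% = no enzyme blank; many of its hits are not listed in these tables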
# Hck Nef HTS: blocks Nef-activated human Hck kinase; P08631; Recombinant Hck-YEEI plus Nef, Z-Lyte FRET kinase assay; AID 463187; inhibition, % at 20 µM; hit rate 0.68% among 220,000;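 active = Hck-Nef kinase inhibition above about 50%, limit read from the data; inactive = inhibition below that limit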;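 note: 0% = DMSO with Hck plus Nef and 100% = Hck alone without Nef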
# thrombin 1536: inhibitors of human thrombin | hit rate 0.26% among 220,000 | alpha-thrombin, Boc-VPR-AMC fluorogenic substrate cleavage | inhibition, % at 5 µM | P00734 | AID 1046;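 active = inhibition at or above 40%; inactive = inhibition below 40%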;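 note: 0% = enzyme with no compound and 100% = wells without enzyme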
#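 System: human alpha-thrombin protein; Compound dosing: one concentration per compound, 5 µM, with 0.2% DMSO; Timing: reaction at room temperature; Technique: AMC fluorescence, 355/460 nm; Controls: enzyme without compound as high, wells lacking enzyme as low.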
# FXIIa inh: blocks human coagulation factor XIIa protease activity; purified FXIIa, Boc-QGR-AMC fluorogenic substrate, 2 h; hit rate 0.3% among 220,000; inhibition, % at 5 µM; in the data active = inhibition above about 40%;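 note: 0% = enzyme with no compound and 100% = blank without enzyme; many of its hits are not listed in these tables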
# Target sequence (P00748 20-372 limits assumed): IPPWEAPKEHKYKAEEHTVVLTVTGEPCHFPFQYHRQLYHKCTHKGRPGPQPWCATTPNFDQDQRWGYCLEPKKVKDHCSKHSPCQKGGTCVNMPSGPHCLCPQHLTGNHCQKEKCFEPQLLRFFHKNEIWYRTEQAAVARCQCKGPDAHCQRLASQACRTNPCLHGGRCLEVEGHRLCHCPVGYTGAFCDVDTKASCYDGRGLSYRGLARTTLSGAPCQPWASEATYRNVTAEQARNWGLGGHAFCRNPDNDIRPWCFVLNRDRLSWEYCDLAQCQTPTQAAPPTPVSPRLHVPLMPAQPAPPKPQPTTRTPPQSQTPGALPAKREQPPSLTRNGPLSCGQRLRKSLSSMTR
# Target sequence (P00748 373-615 limits assumed): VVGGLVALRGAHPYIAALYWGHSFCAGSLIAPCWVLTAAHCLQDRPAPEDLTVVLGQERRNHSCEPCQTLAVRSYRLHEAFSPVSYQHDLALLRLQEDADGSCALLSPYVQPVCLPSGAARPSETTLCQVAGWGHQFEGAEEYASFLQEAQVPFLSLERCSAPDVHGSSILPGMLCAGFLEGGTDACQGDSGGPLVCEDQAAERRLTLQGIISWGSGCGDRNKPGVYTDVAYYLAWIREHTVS
# TNF death inh: inhibitors of TNF-alpha induced necroptosis in Jurkat FADD-/- cells; Jurkat FADD-/- TNF necroptosis rescue, ATP luminescence, 24 h; 0 = TNF only, 100 = no-TNF cells; activation (protection from cell death), % at 10 µM; hit rate 0.068% among 220,000; AID 463075;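 active = activation, meaning protection from cell death, of at least 50% relative to plate controls; inactive = activation below 50%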;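 note: necroptosis triggered by 40 ng/mL TNF-alpha added together with compound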
# KLK5 inh: inhibitors of human kallikrein 5; Q9Y337; recombinant hK5, fluorogenic AMC substrate cleavage; inhibition, % at 5 µM; hit rate 0.59% among 210,000;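 active = inhibition of 40% or more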;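 note: 0% = enzyme controls without compound and 100% = no-enzyme blanks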
# zVAD death inh: L929 zVAD cell death inhibition. hit rate 0.38% among 220,000. viability rescue, % at 10 µM. L929 zVAD necroptosis rescue, ATP luminescence, 24 h; with zVAD 60 µM;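 active = activation, scaled between plate controls, above about 75%, limit read from the data; inactive = activation under that limit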;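 note: 0% = zVAD with DMSO and 100% = DMSO alone without zVAD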
# The depositor's hits bear a star; . = no result given.
SMILES,Cl transport mod,Rad51 HR inh,FXIa inh,Hck Nef HTS,thrombin 1536,FXIIa inh,TNF death inh,KLK5 inh,zVAD death inh
COc1ccccc1NC(=O)CSc1nnc(Cc2cccn2C)n1-c1ccc(F)cc1,-0.998,0.9,3.9,16.5,0.8,17.3,1.5,-6.2,-0.4
COCCCN1C(=O)C(O)=C(C(=O)c2ccco2)C1c1cccc(Br)c1 (stereo not drawn),0.169,-5.1,4.8,2.6,1.4,18.2,-3.0,-10.1,-0.1
CCOc1ccc(-n2c(=O)c3sccc3n(Cc3ccc(C)cc3)c2=O)cc1,-0.348,-2.9,-0.7,-1.2,-3.7,6.5,0.8,2.0,0.0
C=CCn1c(SCc2nc(N)nc(N(C)C)n2)nnc1-c1cccnc1,1.31,.,-8.4,-1.3,-2.4,7.6,-1.4,-11.3,-0.6
COc1cc(NC(=O)C2CCCCC2)c(OC)cc1NC(=O)CCC(=O)NCc1ccco1,.,-4.2,4.9,1.7,1.6,14.5,-2.1,-15.2,0.2
O=C(c1c(F)cccc1F)N(Cc1ccccn1)C1CCCC1,0.458,-2.2,-8.1,0.3,-4.8,1.6,-2.7,0.5,-0.4
O=[N+]([O-])c1ccc(C2=NN(c3ccccc3)C(c3ccco3)C2)cc1 (stereo not drawn),1.03,.,8.8,-3.9,1.9,19.2,-2.1,9.1,-0.6
CC(OC(=O)c1ccc([N+](=O)[O-])s1)C(=O)Nc1ncc(Cl)cc1Cl (stereo not drawn),-0.555,-29.3,0.8,3.9,-5.7,12.3,-2.8,-8.1,-0.7
O=C(O)C1C2C=CC(C2)C1C(=O)NCCCc1ccccc1 (stereo not drawn),-0.342,8.0,5.9,3.0,-6.7,6.8,2.1,-12.8,0.8
COC(=O)/C=C1/S/C(=N/NC(=O)c2ccc(Cl)cc2Cl)NC1=O,0.219,7.5,2.1,20.7,-1.6,12.6,-0.1,-7.8,0.5
OCCC1CN(Cc2cccc(O)c2)CCN1CCc1ccccc1 (stereo not drawn),0.0273,-13.6,5.0,10.4,7.9,11.1,3.2,1.5,-2.6
NS(=O)(=O)c1ccc(CCNC(=O)CCC2COc3ccccc3O2)cc1 (stereo not drawn),-0.155,0.7,-7.0,9.4,-4.3,-0.6,0.8,6.7,-0.6
CN1CCCC(C(=O)C(C#N)c2ccccc2)C1 (stereo not drawn),0.0131,-2.8,9.4,3.1,1.4,9.7,0.4,3.8,0.4
Cn1c(CC(=O)Nc2ccc(Cl)c(Cl)c2)nnc1SCC(=O)N1CCN(c2ccccc2)CC1,-0.167,-4.8,-1.8,0.0,-3.8,10.9,0.5,2.2,-0.1
Cc1c(Cl)cccc1NC(=O)CSc1nc2c(c(=O)[nH]1)CCCC2,0.326,.,5.0,1.2,-2.1,14.1,1.3,0.6,.
Cc1csc2c(SCC(=O)NNC(=O)C(Cl)Cl)ncnc12,-0.701,-8.4,2.7,7.7,-6.1,8.3,-2.5,-1.2,0.9
O=C(Nc1ccc(O)cc1)c1cc(S(=O)(=O)N2CCCC2)ccc1Cl,0.378,2.5,5.5,8.6,2.2,16.1,-1.4,-23.0,0.1
CC(Sc1nc(N(C)C)nc(N2CCOCC2)n1)C(=O)Nc1ccccc1 (stereo not drawn),0.377,2.9,0.7,6.9,4.8,20.1,7.2,-7.8,-1.0
Cc1ccccc1N=C/C=C1\N(C)c2ccccc2C1(C)C,-1.08,-4.7,-1.3,0.6,-8.3,7.8,1.7,-13.8,-0.7
Cc1nnc(Nc2ccc(C(=O)N3CCOCC3)cc2)c2ccccc12,-0.0943,-4.4,0.2,0.1,3.1,14.0,-1.7,-7.3,0.2
Cc1noc(C(=O)Nc2cccnc2)c1Cl,.,-3.0,-1.1,0.6,-2.5,8.5,0.1,-0.3,0.3
COC(=O)C1=C(C)N(c2ccc(F)cc2)C(=O)C1,-1.05,6.0,2.7,-5.3,0.5,20.9,-1.8,-6.9,-0.2
C=CCSc1nc(-c2ccc(OC)cc2)c(C#N)c(=O)n1CC=C,-1.33,5.1,-3.2,9.0,-3.8,3.4,-6.6,-2.5,0.9
Cc1ccc(S(=O)(=O)CC(N)=O)cc1,0.956,15.9,-9.0,-16.7,15.6,15.8,-0.3,-23.1,-0.4
CCOC(=O)C1(Cc2ccccc2C)CCCN(C(=O)c2cc(C3CC3)[nH]n2)C1 (stereo not drawn),0.00949,.,1.3,17.7,-2.1,12.0,-0.2,.,-0.1
COc1ccc(/C=N/NC(=O)c2ccc(CSc3nc(C)cc(C)n3)cc2)cc1O,-0.0318,-13.1,9.7,1.5,1.4,8.7,-2.0,-2.7,-0.8
COc1ccc(CNC(=O)C2CCC(CNc3c(N4CCCCC4)c(=O)c3=O)CC2)cc1 (stereo not drawn),-0.064,12.7,1.0,20.3,-2.0,9.7,2.6,-0.7,1.2
O=C(COC(=O)c1ccccc1NS(=O)(=O)c1cccs1)NC1CCCCC1,-0.856,13.3,-3.8,5.1,-4.7,-13.6,1.4,-12.2,-0.2
COc1ccccc1N1CCN(CC(=O)Nc2sccc2C#N)CC1,0.174,.,9.5,6.5,-5.1,11.7,0.8,-21.9,0.9
Cn1c(SCc2nc3ccccc3c(=O)[nH]2)nc2ccccc21,-0.836,5.2,-1.2,23.9,-8.4,7.0,1.9,-1.2,2.6
CCn1c(SCC(=O)O)nnc1-c1ccccc1OC,0.934,.,-6.1,11.9,2.3,2.6,0.2,-6.3,0.5
CCOC(=O)c1c(-c2cccs2)csc1NC(=O)CSc1ncn[nH]1,.,8.8,0.4,12.3,4.2,14.1,2.1,-42.6,-0.3
CC(=O)C1=C(C)NC(=O)NC1c1ccccc1OCC(=O)NCCc1ccccc1 (stereo not drawn),.,-4.1,-8.8,-1.5,-1.6,3.4,0.7,-3.9,-0.1
COC(=O)COc1ccc(Oc2cc(C)nc(SC)n2)nn1,.,0.6,-10.0,0.7,1.9,9.2,-1.9,-10.2,-0.3
O=C(NC1CCCC1)C1c2ccccc2C(=O)N1C1CCCCC1 (stereo not drawn),-0.226,-3.0,2.4,-0.1,4.6,1.5,0.2,6.7,0.6
COc1ccc([N+](=O)[O-])cc1NC(=O)C(C)N(C)Cc1cccc(OC)c1OC (stereo not drawn),-2.44,.,24.9,3.9,-2.4,26.2,3.4,-14.1,0.3
CC(C)N(C(=O)CSc1nc2c([nH]1)c(=O)n(C)c(=O)n2C)c1ccccc1,-3.68*,4.4,2.0,4.4,-9.1,11.0,0.6,-28.2,-0.4
O=c1cc(-c2ccccc2)nc(SCc2ccc(F)cc2)[nH]1,3.92*,.,5.9,4.5,1.9,7.8,1.3,-6.5,1.1
CCn1c(Cc2ccccc2)nnc1SCC(=O)Nc1ccc(OC)cc1,0.434,-2.5,7.0,1.9,-1.2,9.9,0.4,-0.5,0.2
Cc1nn2cc(-c3ncc(C(F)(F)F)cc3Cl)cnc2c1Br,0.135,8.1,5.1,20.7,-3.7,7.4,1.1,-4.7,2.2
COC(=O)CN(n1cnnc1)S(=O)(=O)c1ccccc1,0.445,-4.0,16.4,0.5,-3.9,23.4,1.3,-25.0,0.3
N#Cc1c(-c2ccccc2)ccnc1N1CCOCC1,-0.537,5.7,-2.8,-1.9,-4.7,6.9,0.9,-23.3,1.2
Cc1nn(C)c(C(=O)N/N=C/c2ccc(Br)cc2)c1Cl,0.0881,.,-3.3,-0.1,-4.7,2.0,1.5,-4.0,0.4
C=CCn1c(SCC(=O)N(C)C2CCS(=O)(=O)C2)nc2ccccc2c1=O (stereo not drawn),5.08,-22.9,-4.1,14.5,3.0,3.5,1.0,-0.3,-1.0
CC(=O)Oc1c(C)cc(Cl)cc1C(=O)Nc1ccc([N+](=O)[O-])cc1Cl,0.224,.,21.0,5.5,-3.7,25.2,-2.0,-5.7,1.8
Cc1ccc(CNC(=O)CCn2nc(-c3ccc(Cl)cc3)ccc2=O)cc1,-2.1,-3.3,19.7,1.2,5.3,22.3,-1.2,5.0,-0.3
CCOC(=O)C1(CCCc2ccccc2)CCN(C(=O)CCCn2cncn2)CC1,-0.184,1.5,0.4,17.9,-7.0,5.1,-0.2,3.0,-2.1
CC(=O)Nc1ccc(N/C=C/C(=O)c2ccc(C)o2)cc1,-1.61,5.3,7.4,-0.5,4.4,23.3,-1.5,-9.6,-0.2
COc1ccc(C(c2oc(CO)cc(=O)c2O)c2oc(CO)cc(=O)c2O)cc1,0.000576,-2.0,1.2,26.9,-5.5,6.2,-0.2,-8.3,0.9
CCN(C(=O)COC(=O)c1cccc(NS(=O)(=O)c2ccc(F)c(F)c2)c1)C1CCS(=O)(=O)C1 (stereo not drawn),-0.217,12.3,-5.2,17.8,-11.1,4.2,-0.5,-4.6,3.6
CCOC(=O)c1cnc2c(-c3ccccc3)c(C)nn2c1N,.,-0.5,23.0,0.8,-3.7,19.6,2.4,-21.6,1.2
CCOC(=O)c1c(C)[nH]c(C)c1C(=O)COC(=O)c1cc(OC)c(OC)cc1OC,-1.13,8.8,0.2,-3.0,-0.5,5.2,0.2,2.5,-0.5
CCOc1ccccc1NC(=S)N1CCN(c2nc(-c3ccc(F)cc3)cs2)CC1,-0.905,20.9,-2.8,-8.5,-2.8,8.9,-1.9,-8.6,0.2
CN(C)C(C)(C)C#CC(O)(c1ccccc1)c1ccccc1,-0.362,1.8,2.0,17.7,-8.3,7.7,1.5,0.6,-2.4
O=C(COc1ccccc1)Nc1ccc2c(c1)nc1n2CCSC1,-1.98,-2.4,-5.3,1.2,-6.2,6.9,0.2,-12.0,0.2
Cc1cc(C)nc(SCc2nnc(SCc3ccccc3Cl)o2)n1,-0.466,2.5,-3.0,0.9,-6.0,-8.4,-1.6,2.6,-0.6

# Among those listed so far, these contain a thiophene ring, fused or not:
SMILES,Cl transport mod,Rad51 HR inh,FXIa inh,Hck Nef HTS,thrombin 1536,FXIIa inh,TNF death inh,KLK5 inh,zVAD death inh
CCOc1ccc(-n2c(=O)c3sccc3n(Cc3ccc(C)cc3)c2=O)cc1,-0.348,-2.9,-0.7,-1.2,-3.7,6.5,0.8,2.0,0.0
CC(OC(=O)c1ccc([N+](=O)[O-])s1)C(=O)Nc1ncc(Cl)cc1Cl (stereo not drawn),-0.555,-29.3,0.8,3.9,-5.7,12.3,-2.8,-8.1,-0.7
Cc1csc2c(SCC(=O)NNC(=O)C(Cl)Cl)ncnc12,-0.701,-8.4,2.7,7.7,-6.1,8.3,-2.5,-1.2,0.9
O=C(COC(=O)c1ccccc1NS(=O)(=O)c1cccs1)NC1CCCCC1,-0.856,13.3,-3.8,5.1,-4.7,-13.6,1.4,-12.2,-0.2
COc1ccccc1N1CCN(CC(=O)Nc2sccc2C#N)CC1,0.174,.,9.5,6.5,-5.1,11.7,0.8,-21.9,0.9
CCOC(=O)c1c(-c2cccs2)csc1NC(=O)CSc1ncn[nH]1,.,8.8,0.4,12.3,4.2,14.1,2.1,-42.6,-0.3

# The list is partial; the hit share may differ from the screen's.
